Compound activity (PubChem BioAssay)
p53 reactivation = qHTS assay for re-activators of p53 using a Luc reporter. hit rate 0.063% among 320,000. Potency, µM (highest dose often 92.2 µM), inactives show at the top dose activity change, positive = activation, hits mostly activators. H1299 p53-A138V BP100-luciferase reporter, luminescence, 24 h; note: % of control where 0% means no effect; nearly all actives have a fitted effect of over 45% in size
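H1299 (p53-null), stable ts p53-A138V + BP100-Luc; 1000 cells/well, Opti-MEM/10% FBS; cpd 4 pt, 1:5; 24 h, 37 deg C, 5% CO2; detection reagent 10 min RT; luminescence.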
Rab9 prom act = qHTS Assay for Rab9 Promoter Activators; Huh7 Rab9 promoter-luciferase reporter, luminescence, 24 h; Potency, µM (top dose mostly 9.22 µM), for the others: top-dose activation, negative = inhibition, most hits filed as activators; hit rate 2.8% among 320,000; AID 485297, 2010; note: % of control where 0% means no effect; nearly all actives have a fitted effect of over 60% in size
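Huh7 cells stably carrying Rab9 promoter–luciferase reporter, plated 1500 cells/well, compound added after 2 h and incubated 24 h at 37 °C; luciferase luminescence then read after 10 min with detection reagent.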
uPA surface inh = qHTS for Inhibitors of Cell Surface uPA Generation; AID 540303, 2011; cell surface uPA generation assay, qHTS; hit rate 0.31% among 330,000; Potency, µM (doses to about 38.3 µM), for inactives: top-dose activity change, negative = inhibition, actives largely listed as inhibitors; active = well fitted inhibition curve with a large enough effect; inconclusive = small, poorly fitted or top-dose-only effect; inactive = no such curve, though single readings can be large or run the other way; tested in mouse RAW 264.7 cells; note: % is set by controls: 0 for no effect and ±100 for the full control effect; nearly all actives have a fitted effect of over 55% in size
ELG1 genotox = qHTS screen for small molecules that induce genotoxicity in human embryonic kidney (HEK293T) cells expressing luciferase-tagged ELG1; hit rate 1.3% among 330,000; Potency, µM (highest dose often 46 µM), for inactives: at the highest dose activity change, positive = activation, actives largely listed as activators; AID 504466, 2011; HEK293T ELG1-luciferase reporter, luminescence, 16 h; note: % of control where 0% means no effect; nearly all actives have a fitted effect of over 60% in size
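After overnight (16 hr) compound treatment at 37 °C, ELG1-luciferase HEK293T cells were lysed with ONE-Glo; luminescence quantified 30 min later at room temperature.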
MBNL1-CUG inh = qHTS Assay for Inhibitors of MBNL1-poly(CUG) RNA binding; TR-FRET MBNL1-His/biotin-(CUG)12 binding, 665/545 ratio; Potency, µM (highest dose often 57.5 µM), for inactives: at the highest dose activity change, negative = inhibition, usual class: inhibitors; Muscleblind-like protein 1 (Homo sapiens), Q9NR56; hit rate 0.036% among 280,000; active = well fitted inhibition curve with a large enough effect in the signal ratio, with a control signal flat, not every such curve was filed as active; inconclusive = small, poorly fitted or top-dose-only effect, or effect the other way, or a change in a side signal; inactive = no such curve, though single readings can be large or run the other way; the % refers to the signal ratio; note: % is set by controls: 0 for no effect and ±100 for the full control effect
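TR-FRET between His-tagged MBNL1 and biotin-(CUG)12 RNA, detected with Tb anti-His antibody (0.055 ng/ul) and streptavidin-XL665 (5 nM), 60 min at room temperature. Compounds titrated 92 nM to 58 uM; 665/545 nm ratio normalized to buffer and complex controls.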
RORgamma inh = qHTS for inhibitors of ROR gamma transcriptional activity | Nuclear receptor ROR-gamma (Mus musculus), P51450 | Drosophila S2 Gal4-RORgamma UAS-luciferase reporter, 20 h | Potency, µM (top dose mostly 53.6 µM), for the others: at the highest dose activity change, negative = inhibition, usual class: inhibitors | hit rate 5.4% among 310,000 | AID 2551, 2010; note: % is set by controls: 0 for no effect and ±100 for the full control effect; nearly all actives have a fitted effect of over 60% in size
Target sequence (P51450 whole entry, looked up, the tested form may be a part): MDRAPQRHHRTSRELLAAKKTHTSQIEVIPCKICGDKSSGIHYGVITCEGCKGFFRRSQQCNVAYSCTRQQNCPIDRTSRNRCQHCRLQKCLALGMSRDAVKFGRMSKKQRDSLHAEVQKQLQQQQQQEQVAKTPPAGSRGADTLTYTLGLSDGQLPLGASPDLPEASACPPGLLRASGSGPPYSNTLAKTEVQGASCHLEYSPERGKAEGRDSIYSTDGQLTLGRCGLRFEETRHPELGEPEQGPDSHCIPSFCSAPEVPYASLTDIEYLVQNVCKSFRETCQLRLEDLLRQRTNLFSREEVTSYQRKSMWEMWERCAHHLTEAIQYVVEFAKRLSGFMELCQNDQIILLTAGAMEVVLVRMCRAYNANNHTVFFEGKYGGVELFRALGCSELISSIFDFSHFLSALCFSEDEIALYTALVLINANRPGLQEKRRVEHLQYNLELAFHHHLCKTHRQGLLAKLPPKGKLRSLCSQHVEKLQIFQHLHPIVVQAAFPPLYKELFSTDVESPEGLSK
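Using a luciferase readout, inhibitors were identified by reduced reporter activity in Drosophila cells coexpressing a copper-inducible Gal4–ROR gamma fusion and UAS-driven Photinus luciferase, incubated 20 hr after 700 uM copper sulfate.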
BRCA1 expr up = qHTS Assay to Identify Small Molecule Activators of BRCA1 Expression; MCF7-BRCA1-FFLuc reporter, luminescence, 48 h; response scale: scaled: vehicle 0%, 10 µM genistein 100%; Potency, µM (doses to about 46.1 µM), for inactives: at the top dose activation, usual class: activators; hit rate 1.1% among 380,000; note: nearly all actives have a fitted effect of over 80% in size; some results filed as inactive show a strong effect at the top dose
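MCF7 cells carrying a BRCA1-firefly luciferase reporter (2000 cells/well, phenol-red free MEM) were attached for 2 h at 37 °C, then given compounds for 48 h. Luminescence was read 15 min after luciferase reagent; activity normalized to genistein (10 microM) and DMSO.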
CXXC DNA block = qHTS Fluorescence Polarization Assay for Inhibitors of MLL CXXC domain - DNA interaction | Histone-lysine N-methyltransferase 2A (Homo sapiens), Q03164 | MLL-CXXC / FITC-HOXA9 DNA fluorescence polarization | Potency, µM (series often up to 115 µM), for inactives: top-dose activity change, negative = inhibition, usual class: inhibitors | hit rate 0.037% among 290,000; active = well fitted inhibition curve with a large enough effect in the polarisation, with a control signal flat, not every such curve was filed as active; inconclusive = small, poorly fitted or top-dose-only effect, or effect the other way, or a change in a side signal; inactive = no such curve, though single readings can be large or run the other way; the % refers to the polarisation
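Fluorescence polarization: 7 uM MLL-CXXC (stock) preincubated 5 min with compounds, then 50 nM fluorescein-HOX-A9 DNA (stock) added; 30 min ambient. Buffer 50 mM Tris-HCl pH 7.5, 50 mM NaCl, 1 mM DTT, 0.05% BSA.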
VP16 counter = VP16 counterscreen qHTS for inhibitors of ROR gamma transcriptional activity. Drosophila S2 Gal4-VP16 UAS-luciferase, luminescence, 20 h. Potency, µM (titrated, usually from 53.6 µM), for inactives: at the top dose activity, negative = inhibition, actives largely listed as inhibitors. hit rate 3.5% among 310,000. AID 2546, 2010;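 note: Gal4-VP16 expression switched on by copper sulfate through the metallothionein promoter; % is set by controls: 0 for no effect and ±100 for the full control effect; nearly all actives have a fitted effect of over 50% in size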
FLuc counter = qHTS profiling assay for firefly luciferase inhibitor/activator using purifed enzyme and Km concentrations of substrates (counterscreen for miR-21 project); Luciferin 4-monooxygenase (Photinus pyralis), P08659; Potency, µM (highest dose often 57.5 µM), without a hit: at the highest dose activity change, negative = inhibition, usual class: inhibitors; hit rate 6.9% among 360,000; purified FLuc, Km substrates, luminescence inhibition;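 note: plate controls were vehicle for no effect and reference inhibitor for full effect; nearly all actives have a fitted effect of over 55% in size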
Target sequence (P08659 whole entry, looked up): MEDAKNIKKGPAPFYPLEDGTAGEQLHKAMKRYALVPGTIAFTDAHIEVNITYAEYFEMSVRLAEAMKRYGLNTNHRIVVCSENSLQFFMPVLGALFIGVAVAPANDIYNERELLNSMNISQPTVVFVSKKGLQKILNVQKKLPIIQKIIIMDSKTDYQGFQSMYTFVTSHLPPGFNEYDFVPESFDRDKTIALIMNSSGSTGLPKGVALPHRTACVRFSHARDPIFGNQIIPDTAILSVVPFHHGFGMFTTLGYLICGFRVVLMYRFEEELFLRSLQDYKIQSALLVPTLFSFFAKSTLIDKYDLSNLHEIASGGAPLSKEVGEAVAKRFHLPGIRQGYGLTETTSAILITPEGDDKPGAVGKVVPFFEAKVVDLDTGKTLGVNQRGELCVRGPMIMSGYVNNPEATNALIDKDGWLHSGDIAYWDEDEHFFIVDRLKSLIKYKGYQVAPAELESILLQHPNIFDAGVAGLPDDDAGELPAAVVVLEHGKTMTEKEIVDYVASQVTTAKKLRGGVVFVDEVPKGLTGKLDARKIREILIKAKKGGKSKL
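Biochemical qHTS of compounds, final roughly 60 µM downward over six points, against 10 nM purified firefly luciferase using Km concentrations of substrates (10 uM D-luciferin, 10 uM ATP) in Tris acetate pH 7.5 buffer; luminescence output.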
NPC1 promoter act = qHTS Assay for NPC1 Promoter Activators | Potency, µM (top dose mostly 9.22 µM), for inactives: top-dose activation, most hits filed as activators | Huh7 NPC1 promoter luciferase reporter, 24 h | AID 485313, 2010 | hit rate 2.4% among 320,000;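 note: % of control where 0% means no effect; nearly all actives have a fitted effect of over 60% in size; reporter is driven by a mutant NPC1 promoter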
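Stably transfected Huh7 (NPC1 promoter→luciferase), 1500 cells/well in Opti-MEM + 10% FBS, 2 h settle, then compound 24 h at 37 °C. Luminescence after 10 min with Amplite reagent.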
Numbers without * were called inactive; ? = inconclusive; . = no result given. Unless noted, calls come from the whole dose curve; as a rule, active = well fitted curve in the direction sought with a large enough effect; inconclusive = small, poorly fitted or top-dose-only effect, or another doubt; inactive = no such curve, though single readings can be large; an effect the other way counts as inactive or inconclusive. Potency is the fitted concentration of half-maximal effect.

SMILES	p53 reactivation	Rab9 prom act	uPA surface inh	ELG1 genotox	MBNL1-CUG inh	RORgamma inh	BRCA1 expr up	CXXC DNA block	VP16 counter	FLuc counter	NPC1 promoter act
C/C(=N/NC(=O)c1cccs1)c1cccc(N)c1	6.7%	?	-4.6%	?	2.6%	?	11.2µM*	-12.2%	-8.0%	19µM*	?
CCN(CC(=O)Nc1c(F)cccc1F)C(=O)C1CCN(C(=O)c2ccc(Cl)cc2)CC1	1.7%	-2.1%	11.1%	-1.4%	.	.	-14.8%	.	.	5.4%	-0.8%
O=C(Cn1nnc2c(sc3nc4c(c(-c5ccccc5)c32)CCC4)c1=O)c1ccccc1	.	.	5.9%	.	10.1%	-7.2%	9.4%	-12.6%	-12.0%	-5.4%	.
Cc1cc(Cl)ccc1OCC(=O)NNC(=O)C1CSC2(C)CCC(=O)N12 (configuration not stated)	-2.8%	-1.4%	4.2%	0.0%	.	.	4.5%	.	.	0.7%	2.1%
O=C(/C=C/c1ccccc1Cl)NC1CCS(=O)(=O)C1 (configuration not stated)	1.1%	-4.3%	2.6%	4.5%	-6.4%	13.5%	0.0%	17.9%	0.8%	-2.1%	-3.0%
COc1ccc(C2C(C(=O)O)CC(=O)N2c2ccc(OC)cc2)cc1 (configuration not stated)	8.7%	-2.0%	-0.4%	0.0%	-0.2%	29.5%	0.1%	3.2%	-2.0%	-1.0%	-3.9%
CN(C(=O)COc1ccc(Cl)cc1)c1nnc(C23CC4CC(CC(C4)C2)C3)s1	3.9%	7.9%	.	0.4%	3.2%	8.1%	.	-1.9%	-11.0%	1.0%	-2.1%
COC(=O)c1c(NC(=O)c2c(C)noc2C)sc2c1CCCCCC2	26.1%	-6.4%	.	-3.1%	0.4%	-12.3%	.	1.0%	-4.4%	5.0%	-0.7%
CC(CC(C)C(=O)Nc1ccccc1C(C)(C)C)C(=O)O (configuration not stated)	-0.3%	-9.7%	2.2%	0.3%	-3.6%	-24.9%	-21.2%	-1.3%	-3.2%	0.1%	-0.7%
Cc1ccnc(N2C(=O)C3C4CC(C(Br)C4Br)C3C2=O)c1 (configuration not stated)	-5.0%	1.9%	4.7%	-0.7%	-4.3%	-25.0%	-7.2%	-5.3%	-2.3%	3.3%	4.5%
COc1cc2c3c(c1OC)C1(C=CC(=O)C=C1)CC3N(C(=O)c1ccccc1)CC2 (configuration not stated)	-1.3%	7.8%	0.4%	2.7%	-13.2%	10.1%	-11.6%	-0.9%	3.3%	-2.7%	-3.1%
CC(OC(=O)c1nsc(Cl)c1Cl)C(=O)NCCc1ccccc1 (configuration not stated)	3.8%	-2.0%	-9.6%	0.0%	2.0%	-11.0%	13.7%	3.7%	1.7%	-0.2%	1.2%
CSc1ccccc1NC(=O)C1CCN(S(C)(=O)=O)CC1	.	2.2%	1.8%	-2.5%	3.6%	-11.3%	-1.5%	-5.3%	-8.8%	1.1%	-0.2%
O=C(CNC(=O)c1ccc(Br)o1)Nc1cccc(S(=O)(=O)N2CCCC2)c1	-0.9%	-1.7%	-2.2%	0.3%	.	.	-3.1%	.	.	-12.9%	8.6%
CCN(CC)c1ccc(/C=N/NC(=O)c2ccc3c(c2)OCCO3)cc1	.	-0.1%	?	3.7%	?	.	59.4%	4.3%	.	7.57µM*	15.4%
Cc1cccc2c1NC(C)CC2C (configuration not stated)	-3.0%	4.6%	-1.2%	0.3%	6.6%	-5.2%	-28.5%	-1.1%	-4.6%	4.1%	-5.8%
c1cc(CNc2ccc(N3CCOCC3)cc2)ccn1	0.1%	-0.3%	-5.5%	11.0%	20.5%	?	15.5%	-0.4%	5.0%	?	-0.4%
CCCCOc1ccc(S(N)(=O)=O)cc1	13.2%	-6.0%	-7.0%	1.3%	6.2%	5.2%	6.6%	1.7%	4.5%	0.8%	-0.2%
COc1cc(NS(=O)(=O)c2ccc(Nc3nc(-c4ccccc4)cs3)cc2)nc(OC)n1	0.3%	-6.0%	-8.9%	-0.7%	.	?	-2.5%	-0.2%	3.9%	-14.2%	-1.1%
CC(C(=O)Nc1cccc(S(=O)(=O)N2CCOCC2)c1)N1CCN(C)CC1 (configuration not stated)	1.0%	4.0%	-16.0%	13.4%	-0.5%	-8.4%	-8.4%	15.8%	-13.6%	1.1%	-1.0%
COc1ccc(N2CCN(C(=O)c3ccc(CS(=O)(=O)c4ccc(OC)cc4)o3)CC2)cc1	-5.9%	-5.5%	-7.4%	-8.8%	3.9%	8.3%	0.0%	-11.9%	6.1%	0.3%	-0.3%
CC(C)(C)c1nc2scc(-c3cccs3)c2c(=O)o1	8.3%	14.5%	5.1%	-0.3%	-11.0%	1.8%	4.4%	-12.2%	-14.8%	13.5µM*	0.4%
O=C(NC1CC(=O)N(c2ccccc2)C1)C1CC1 (configuration not stated)	3.1%	4.1%	5.8%	2.2%	.	.	-2.7%	.	.	-1.6%	-2.7%
C[C@@H](C(=O)Nc1cccnc1)n1c(=O)[nH]c2ccccc2c1=O	-3.2%	-0.6%	0.6%	3.3%	-10.2%	-0.3%	1.7%	10.6%	3.3%	-0.9%	-0.5%
COc1ccc(C(=O)NCCSc2ccc(C)cc2)cc1	5.4%	-4.6%	1.7%	5.1%	-2.2%	13.6%	34.7%	16.0%	1.5%	-16.4%	-3.5%
Cc1onc(-c2ccccc2)c1-c1n[nH]c(=S)n1-c1ccc(C(=O)O)cc1	-3.0%	0.0%	2.6%	-3.2%	-2.1%	-22.6%	-14.8%	1.0%	-5.6%	-4.1%	-3.4%
O=C(NC1CC1)C1=C[C@H](C2CCCCC2)C[C@H](OCc2ccc(CO)cc2)O1	3.8%	1.3%	-14.4%	0.6%	17.9%	24.2%	-3.7%	-6.0%	2.5%	-7.7%	-1.5%
Cc1ccccc1OCCC(=O)NCCc1ccc(S(N)(=O)=O)cc1	-4.5%	-1.9%	1.8%	0.3%	.	23.4%	-3.0%	22.9%	-0.7%	2.2%	-0.8%
CN(C)c1nc(N)c([N+](=O)[O-])c(N2CCCCCC2)n1	-1.2%	-8.3%	?	2.4%	3.6%	-14.5%	4.7%	3.2%	5.3%	-0.1%	2.4%
Cc1ccc(NCC(=O)Nc2ccc(Br)cc2)cc1C	.	20.8%	-1.0%	6.1%	2.3%	.	56.2%	0.7%	.	?	19.2%
CC(C)CC(=O)Nc1nc(-c2ccc(S(=O)(=O)N3CCOCC3)cc2)cs1	.	-12.9%	-4.9%	-3.4%	29.8%	.	-44.0%	4.0%	.	-1.8%	-0.1%
Cc1ccc(-c2cn3cccc(C)c3n2)cc1	2.2%	1.41µM*	-7.6%	?	-14.1%	11.2µM*	71.4%	-4.2%	-44.2%	1.07µM*	3.98µM*
O=C1OCCC1Sc1nnc(-c2cccc(Br)c2)o1 (configuration not stated)	8.8%	0.1%	.	-0.2%	5.5%	9.9%	-19.9%	3.4%	14.1%	?	0.6%
CCOc1ccc(C(=O)COc2ccc(NC(C)=O)cc2)cc1	7.3%	?	4.3%	-5.8%	9.4%	?	9.4%	-8.4%	7.7%	?	9.1%
Cc1ccc(N(C(=O)c2ccn[nH]2)C(C(=O)NC2CCCC2)c2cccs2)cc1 (configuration not stated)	-0.1%	-5.5%	.	6.1%	-4.7%	37.9%	.	4.8%	3.1%	-2.9%	-4.9%
COc1cc(/C=C/C2=NC(=O)C(C)(C)O2)ccc1O	14.6%	4.2%	-12.7%	-3.3%	7.6%	-24.8%	55.1%	-7.3%	19.7%	4.4%	12.1%
O=C(NNC(=S)NCc1ccc(Cl)cc1)c1ccc(Br)o1	-6.1%	-3.6%	5.3%	-3.1%	-1.7%	9.6%	0.6%	-12.1%	-3.2%	-26.9%	-0.8%

The list is partial; count on the stated rates, not on these rows.
